# Screens as filed in PubChem BioAssay.
# OX1R antag-1: blocks the human orexin 1 receptor | AID 434989 | CHO/OX1R cells, Fluo-8 calcium fluorescence, orexin A | inhibition, % at 5 µM | 330,000 tested, 0.43% active;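 active = inhibition above its plate's threshold, mean inhibition of all tested compounds on the plate plus 3 SD, cut at about 37% in these data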;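 also: 0% = orexin A challenge wells and 100% = SB-334867-A antagonist wells; not every result past the cut was called active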
# Target sequence (O43613 whole entry, looked up): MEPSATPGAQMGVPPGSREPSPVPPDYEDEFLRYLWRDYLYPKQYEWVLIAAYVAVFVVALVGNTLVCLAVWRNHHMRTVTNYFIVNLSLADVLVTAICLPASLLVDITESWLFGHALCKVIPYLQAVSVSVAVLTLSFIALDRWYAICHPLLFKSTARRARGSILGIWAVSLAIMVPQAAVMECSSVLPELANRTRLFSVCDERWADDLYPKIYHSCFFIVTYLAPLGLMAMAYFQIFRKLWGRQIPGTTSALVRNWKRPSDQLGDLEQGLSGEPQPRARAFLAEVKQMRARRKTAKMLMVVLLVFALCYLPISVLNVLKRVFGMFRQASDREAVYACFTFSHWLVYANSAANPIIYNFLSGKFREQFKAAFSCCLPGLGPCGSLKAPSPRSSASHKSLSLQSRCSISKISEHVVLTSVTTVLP
# OX1R antag-2: blocks the human orexin 1 receptor | 330,000 tested, 1.8% active | inhibition, % at 6.6 µM | O43613 | OX1R-expressing cells, FRET antagonist read-out | AID 485270; in the data active = inhibition mostly above about 38%, no sharp cut-off; inactive = mostly below about 40%;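 also: 0% = agonist challenge alone and 100% = reference antagonist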
# Numbers without * were called inactive.
# Under each structure – OX1R antag-1, OX1R antag-2
- COC(=O)c1cc(-c2ccc(OC)c(OC)c2)on1
 : 4.8, 22.9
- C=CCN1C=C2C(=O)C(C)(OC(=O)CCc3ccccc3)C(=O)C=C2C=C1c1ccc(C#N)cc1 (centres undefined)
 : -10.6, 25.6
- CCn1cc(/C=N\NC(=O)c2ccc(F)cc2)cn1
 : -10.6, 13.3
- CCOC(=O)c1ccc(N2C(=O)c3n[nH]c(C)c3C2c2ccc(OC)cc2)cc1 (centres undefined)
 : -24.3, 9.3
- CCCCCCNC(=O)c1cc(-c2ccco2)nc2ccccc12
 : -40.0, 8.8
- COc1ccc(NC2CCCN(C(=O)CCc3scnc3C)C2)cc1 (centres undefined)
 : 4.1, 24.6
- Cc1c(OCC(=O)NCCCN2CCOCC2)ccc2c(-c3ccccc3)cc(=O)oc12
 : -8.0, 9.2
- CCCNS(=O)(=O)c1cccc(C(=O)NNC(=O)c2cc(C)oc2C)c1
 : -14.9, 9.6
- Cc1ccc(-c2ccc(=O)n(CCC(=O)NCc3ccccn3)n2)cc1
 : -34.0, 17.3
- N#CC(=C=[N-])c1nc2ccccc2nc1-[n+]1cccc(NC(=O)c2ccc(F)cc2)c1
 : -17.9, 12.2

# Profiles, quoted from the list. Values in the order: OX1R antag-1 | OX1R antag-2
# Listed for `CCCCCCNC(=O)c1cc(-c2ccco2)nc2ccccc12` → -40.0 | 8.8
# Listed for `CCn1cc(/C=N\NC(=O)c2ccc(F)cc2)cn1` → -10.6 | 13.3
# Listed for `COC(=O)c1cc(-c2ccc(OC)c(OC)c2)on1` → 4.8 | 22.9
# Listed for `COc1ccc(NC2CCCN(C(=O)CCc3scnc3C)C2)cc1` (centres undefined) → 4.1 | 24.6

# Next compounds:
# Under each structure – OX1R antag-1, OX1R antag-2
- COc1ccccc1C(=O)NCC(=O)N/N=C(\C)Cc1ccccc1
 : -7.5, 15.2
- NC(=O)C1CCN(C(=O)c2ccc([N+](=O)[O-])cc2NC(=O)c2cccs2)CC1
 : 4.8, 26.0
- Cc1ccc(CSc2nnc(-c3ccccn3)n2N)cc1
 : -15.4, 3.5
- O=C(NCc1ccc(Cl)cc1)C1CCN(S(=O)(=O)c2ccccc2)CC1
 : -4.8, 4.7
- Cc1ccc(C)c(NC(=O)Cn2nc([N+](=O)[O-])c(Br)c2C)c1
 : 6.6, 8.6
- CCN1C(=O)C(O)(CC(=O)c2ccc3c(c2)OCCO3)c2ccccc21 (centres undefined)
 : -6.3, 10.7
- Cc1cc(C(=O)OCC(=O)NNC(=O)c2cccs2)ccc1[N+](=O)[O-]
 : 1.0, 25.7
- O=C(CSc1nnc(Cc2cccs2)n1-c1ccccc1)NC1CCCCC1
 : -26.8, 25.6
- COc1cccc(NC(=O)CSc2nncn2N)c1
 : -10.5, 6.7
- CN(C)S(=O)(=O)Nc1cccc(NC(=O)CC23CC4CC(CC(C4)C2)C3)c1
 : -35.0, 15.5
- Fc1ccc(C2CC(c3cccs3)=NN2C(=S)Nc2ccccc2)cc1 (centres undefined)
 : -27.1, 22.9
- CN(C)CCCN(C(=O)c1ccco1)c1nc2ccc(Br)cc2s1
 : -19.1, 21.4
- CCOC(=O)Cn1c(N)c(C(=O)OC)sc1=S
 : -4.6, 9.4
- Cc1ccc(NC(=O)COC(=O)C2=NN(c3ccccc3)C(=O)CC2)c(Br)c1
 : -12.1, 0.9
- COc1cc(S(=O)(=O)NCCOC23CC4CC(CC(C4)C2)C3)c(OC)cc1Cl
 : -17.9, 13.2
- NC(=O)CSc1nc2ccc([N+](=O)[O-])cc2[nH]1
 : -0.5, 34.0
- Cc1ccc(NC(=O)CN2C(=O)S/C(=C/c3ccncc3)C2=O)cc1
 : -17.7, 37.5
- COC(=O)CC1=NN(c2ccccc2)C(=O)C1
 : -4.5, 4.4
- CCC(C)n1c(SCc2ccc([N+](=O)[O-])cc2)nc2ccsc2c1=O (centres undefined)
 : -16.6, 22.8
- CC(=O)Nc1ccc(C(=O)Nc2ccc(S(=O)(=O)Nc3nccc(C)n3)cc2)cc1
 : -5.0, 5.5
- COc1cc(C(=O)OCC(=O)N2CCCCC2C)ccc1OCc1c(C)noc1C (centres undefined)
 : -14.1, 3.1
- O=C(Nc1ccc(C(=O)O)cc1)/C(=C\c1ccc2c(c1)OCO2)NC(=O)c1ccc(Br)o1
 : 4.4, 7.6
- O=C(c1ccc(S(=O)(=O)N2CCCC2)cc1)N(c1ccc(F)cc1)C1C=CS(=O)(=O)C1 (centres undefined)
 : -8.2, 12.5
- CC(=O)Nc1ccc(NC(=O)CSc2ncnc3c2cnn3Cc2ccccc2)cc1
 : -16.9, 6.2
- N/C(=N\c1nc2c(c(=O)[nH]1)CCCC2)Nc1ccc(Oc2ccccc2)cc1
 : -42.4, 3.9
- O=C(CCc1ccccc1)N=C1SC2CS(=O)(=O)CC2N1Cc1ccccc1 (centres undefined)
 : 6.6, 7.0
- COc1cccc(CC(=O)Nc2nccs2)c1
 : -9.9, 5.0
- O=C(COC(=O)c1ccccc1O)NC1CCCc2ccccc21 (centres undefined)
 : -15.5, 2.3
- CC(/C=N/NC(=O)CSc1nnc(SCc2ccccc2)s1)=C\c1ccco1
 : -23.3, 13.3
- O=C(NCc1ccc(Cl)cc1)C1C2C=CC3(CN(Cc4cccnc4)C(=O)C13)O2 (centres undefined)
 : -35.4, 4.0
- COc1ccc(S(=O)(=O)N2CCC(NC(=O)c3cccnc3)CC2)cc1
 : -6.6, 13.9
- O=C(c1ccc2c3c(cccc13)CC2)N1CCOCC1
 : -2.9, 11.3
- CCCn1c2ccccc2c2cnn(CC(=O)NCCCN3C(C)CCCC3C)c(=O)c21 (centres undefined)
 : -26.4, 10.0
- Cc1onc(-c2ccccc2)c1-c1csc(COc2ccccc2)n1
 : -33.6, 8.4
- CCC(C)C(=O)Nc1nnc(SCC(=O)Nc2ccc(F)cc2)s1 (centres undefined)
 : -25.8, 11.1
- Cc1cccc(N2C(=O)CC(N3CCC(c4nc5ccccc5[nH]4)CC3)C2=O)c1 (centres undefined)
 : -21.2, 7.6
- FC(F)(F)c1cnc(COc2cc(Cl)cc(Cl)c2)c(Cl)c1
 : 0.4, 10.5
- Cc1ccccc1OCC(=O)NCC(=O)N/N=C/c1cccc([N+](=O)[O-])c1
 : -6.1, 16.3
- Nc1nc(-c2ccccc2)nn1S(=O)(=O)c1ccccc1
 : -10.7, 20.6
- CC(=O)Nc1ccc(S(=O)(=O)NCCSCc2ccc(Cl)cc2Cl)cc1
 : 20.5, 26.1
- COc1cc(C(=O)NCC(=O)N/N=C/c2c(C)[nH]c3ccccc23)cc(OC)c1OC
 : -12.1, 4.8
- Cc1cc(C)c(C)c(S(=O)(=O)N2CCC(C(=O)NCCCN3CCOCC3)CC2)c1C
 : -28.4, -3.5
- O=C(CCn1ccnc1)Nc1ccc2ccccc2c1
 : -10.3, 11.1
- CCc1c(O)nc(SCC(=O)Nc2nc3ccccc3s2)n(-c2ccccc2)c1=O
 : -9.1, 16.4
- Cc1ccc(CNC(=O)c2nnn(CC(=O)Nc3cc(C)cc(C)c3)c2N)cc1
 : 13.5, -3.4
- Cc1nc(NCc2ccco2)c(C#N)c2c1COC(C)(C)C2
 : -16.0, 24.5
- Cc1ccc(OCC(=O)Nc2ccc(S(=O)(=O)N3CCOCC3)cc2)c(Br)c1
 : 7.5, 4.2
- Cc1ccc(CN(C(=O)c2c(F)cccc2F)C2CC(C)(C)NC(C)(C)C2)o1
 : -12.4, 12.0
- FC(F)C(F)(F)c1cc(-c2ccccc2)n[nH]1
 : 3.1, 10.7
- COc1cccc(NC(=O)c2cc(S(=O)(=O)N3CCc4ccccc43)cn2C)c1
 : -32.7, 12.3

# The listing continues:
# Under each structure – OX1R antag-1, OX1R antag-2
- CN1C=CC(=CC=C2C=CC(=O)C=C2)C=C1
 : -5.7, 20.6
- N#C/C(=C/c1ccc(O)c(O)c1)C(=O)NCc1ccc(Cl)cc1
 : 10.7, 19.7
- COc1ccc(-c2nnc3ccc(SCC(=O)NCc4ccco4)nn23)cc1OC
 : 7.3, 2.6
- Cc1cccc(NC(=O)c2cc3c(=O)n4ccccc4nc3s2)c1
 : -2.8, 18.5
- CCOc1ccc(OCCn2c(SCC(=O)O)nc3ccccc32)cc1
 : -4.2, 1.0
- CCn1nc(C)cc1C(=O)Sc1cccc(Cl)c1
 : 2.8, 4.6
- NS(=O)(=O)c1ccc(CCNC(=O)c2cccnc2)cc1
 : -1.9, -2.0
- Cc1cc(C(=O)NNC(=S)Nc2cccc(C(F)(F)F)c2)nn1C
 : -8.6, 25.9
- S=c1[nH]nc(-c2ccc3ccccc3n2)n1-c1ccc2ncccc2c1
 : -15.0, 29.0
- O=C(C[C@@H]1C/C=C\C[C@@H](Cc2ccc(F)cc2)C(=O)OC[C@H]2CCCN2C1=O)N[C@H](CO)Cc1ccccc1
 : -32.8, -2.9
- O=C(c1ccco1)N1CCCC(c2nc3c(nnn3Cc3ccc(Cl)cc3Cl)c(=O)[nH]2)C1 (centres undefined)
 : -41.1, 5.1
- O=C(Nc1ccccc1-c1ccccc1)c1ccccc1Br
 : -34.8, 12.4
- COc1ccc(S(=O)(=O)N(C)C)cc1NC(=O)c1ccc(OCC(=O)N2CCOCC2)c(OC)c1
 : -13.8, 17.8
- Cc1cc(C)cc(N2CC(C(=O)OCC(=O)Nc3cc(C)on3)CC2=O)c1 (centres undefined)
 : -5.9, 9.3
- COc1ccc(CN2CCNC(=O)C2CC(=O)NC2CCCCCCC2)cc1OC (centres undefined)
 : -30.2, 14.7
- COC(=O)c1sccc1NC(=O)Cn1cnc2c1c(=O)n(C)c(=O)n2C
 : 7.3, -0.1
- COCCc1ncc(CN2CCC(C(=O)Nc3cccc(-c4cscn4)c3)CC2)cn1
 : -25.2, 4.3
- CC1Cc2ccccc2N1C(=O)CCS(=O)(=O)c1cccs1 (centres undefined)
 : -25.3, 19.6
- O=c1c2ccccc2nnn1CSc1ccc2c(c1)OCCO2
 : 0.3, 22.8
- O=C1C=C(c2ccc3c(c2)OCO3)CCC1
 : -15.0, 22.2
- CS(=O)(=O)c1nc(S(=O)(=O)c2ccc(Cl)cc2)c(N2CCOCC2)s1
 : -0.5, -2.2
- CC1CCN(S(=O)(=O)c2cn(CC(=O)Nc3ccc(C#N)cc3)cn2)CC1
 : -15.8, 7.3
- Cc1cccc(Nc2nc(-c3ccc(O)cc3O)cs2)n1
 : -8.2, 13.9
- Cc1ccc(S(=O)(=O)N2CCOC2CNC(=O)C(=O)NCc2ccccn2)cc1 (centres undefined)
 : -14.8, -1.8
- COc1ccc(CN2CCNC(=O)C2CC(=O)NCc2cnn(C)c2)cc1OC (centres undefined)
 : -4.5, 12.1
- CC(CC(=O)NCC1CCCO1)c1ccccc1 (centres undefined)
 : -13.7, 10.5
- CC1Sc2ccc(S(=O)(=O)CCC(=O)Nc3ccccc3Cl)cc2NC1=O (centres undefined)
 : -19.2, 8.7
- Nc1nc(COC(=O)CCC(=O)c2ccc(Cl)cc2)nc(Nc2ccccc2)n1
 : 67.8*, 37.4*
- Cc1ccccc1OCC(=O)NNC(=O)C1CC(=O)N(c2ccc3c(c2)OCCO3)C1 (centres undefined)
 : -0.8, -5.6
- CC(C)Cn1c(SCC(=O)N2CCCCC2)nc2ccccc2c1=O
 : -28.9, 32.4
- Cc1ccc(S(=O)(=O)N2CCN(C(=O)c3ccccc3)CC2)c(C)c1NS(C)(=O)=O
 : -9.5, 4.9
- O=C(Nc1nnc(-c2ccc(Cl)s2)o1)C1CCCCC1
 : -24.9, 8.3
- Cc1ccccc1NC(=O)NCc1ccccn1
 : -1.2, 5.8
- CCCCn1c(-c2cccc3ccccc23)nc2cc3[nH]c(=O)c(C(C)C)nc3cc21
 : -51.9, 11.5
- N#Cc1cc(C(=O)c2ccccc2OCC(=O)Nc2ccccc2)cn(C2CCCCC2)c1=O
 : -21.1, 14.8
- CS(=O)(=O)c1cccc(C(=O)NCc2ccccc2)c1
 : -14.4, 9.2
- Cc1csc(N2CCc3ccccc32)n1
 : -14.9, 32.4
- CCN(CC)S(=O)(=O)c1ccc(C(=O)N2CCN(C(=O)c3ccco3)CC2)cc1
 : 11.4, -1.9
- O=C(Nc1ccccc1Cl)OC1CCCCC1
 : -8.4, 2.7
- N#CC(=C=[N-])C1=C(C#N)C(c2ccccc2F)C([n+]2ccccc2)C(O)(C2CC2)N1 (centres undefined)
 : -2.7, 9.7
- COC(=O)c1cn(Cc2cccc(C)c2)nn1
 : -5.5, 9.4
- O=C(NCCOc1nc(N2CCCCC2)nc(N2CCOCC2)n1)Nc1ccccc1
 : -7.6, 13.6
- CCOC(=O)N1CCN(S(=O)(=O)c2ccc(C(=O)Nc3nc4ccccc4s3)cc2)CC1
 : -17.3, 6.4
- COc1ccc(-c2nc3ccc([N+](=O)[O-])cc3[nH]2)cc1
 : -9.1, 18.6
- Cc1ccc(C)c(C(=O)C(C)Sc2nc3nn(-c4ccccc4)c(=O)c-3c3n2CCCCC3)c1 (centres undefined)
 : -26.1, 10.1
- S=C(c1ccc2c(c1)OCO2)N1CCOCC1
 : -3.3, 9.5
- CC1Cc2ccccc2N1S(=O)(=O)c1cccc(C(=O)NNC(=O)c2ccccc2F)c1 (centres undefined)
 : -21.5, 10.9
- Cc1nc(-c2ccccc2)nc2[nH]c(-c3ccccc3)cc(=O)c12
 : -36.2, 18.5
- COc1ccc(S(=O)(=O)N2CCCC2C(=O)Nc2ccc(C(C)=O)cc2)cc1 (centres undefined)
 : -16.2, 20.2
- CCNCc1cc(Br)c(OCC(=O)Nc2ccccc2)c(OC)c1
 : -20.6, 8.0
- NNC(=O)c1cc2ccccc2cc1O
 : -14.4, 6.7
- CC1(C)CC(=O)C(C=NCCN2CCN(C3CC(=O)N(c4ccc(Br)cc4)C3=O)CC2)=C(O)C1 (centres undefined)
 : -26.4, -5.5
- COc1ccc(NC(=O)CCCc2ccccc2)cc1OC
 : -7.9, 10.2

# Some of these compounds in order of their number in OX1R antag-1, falling.
# Under each structure – OX1R antag-1, OX1R antag-2
- S=C(c1ccc2c(c1)OCO2)N1CCOCC1
 : -3.3, 9.5
- COC(=O)c1cn(Cc2cccc(C)c2)nn1
 : -5.5, 9.4
- COc1ccc(-c2nc3ccc([N+](=O)[O-])cc3[nH]2)cc1
 : -9.1, 18.6
